APP 5'UTR act – activators of APP 5'UTR luciferase reporter, primary screen, SH-SY5Y cells | SH-SY5Y APP 5'UTR luciferase reporter, luminescence; zero percent = DMSO vehicle wells | activation, % at 2 µM | actives 1% (n = 190,000);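 active = activation above a set limit, based on mean plus 3 SD of controls, cut at about 140% in these data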; note: values of inactives mirror those of a sister screen read the other way
FLuc inhib CS – firefly luciferase enzyme inhibitors, primary screen, artefact control for luciferase-based inhibitor screens, biochemical, luminescence, ATPLite; AID 1006, 2008; Luciferin 4-monooxygenase (Photinus pyralis), P08659; 10 min; actives 1.5% (n = 200,000); inhibition, % at 10 µM;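 active = inhibition above about 50% when tested at 10 µM, limit read from the data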
Target sequence (P08659 whole entry, looked up): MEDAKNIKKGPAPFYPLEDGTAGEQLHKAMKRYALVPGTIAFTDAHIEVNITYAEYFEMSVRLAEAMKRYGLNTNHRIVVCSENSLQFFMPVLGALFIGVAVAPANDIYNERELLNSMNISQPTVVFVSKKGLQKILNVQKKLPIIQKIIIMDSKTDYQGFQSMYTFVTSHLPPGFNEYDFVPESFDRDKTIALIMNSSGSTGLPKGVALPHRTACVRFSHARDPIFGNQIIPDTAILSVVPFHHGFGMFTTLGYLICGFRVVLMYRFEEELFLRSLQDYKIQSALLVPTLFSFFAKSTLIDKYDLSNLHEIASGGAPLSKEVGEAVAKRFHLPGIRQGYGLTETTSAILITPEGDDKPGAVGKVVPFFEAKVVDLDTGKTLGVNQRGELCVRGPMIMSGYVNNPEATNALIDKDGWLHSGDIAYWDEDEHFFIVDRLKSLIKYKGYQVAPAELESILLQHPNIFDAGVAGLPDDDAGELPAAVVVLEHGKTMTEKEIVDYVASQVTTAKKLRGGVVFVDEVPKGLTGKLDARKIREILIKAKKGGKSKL
NF-kB expr up – activators of NF-kB expression in neurons, primary screen, cell-based, HTS | fold change at 12.5 µM | human neuronal cells, NF-kB reporter expression; hits give high values | actives 1.6% (n = 190,000); in the data active = fold change above about 3.3
STAT3 activator – IL-6 driven STAT3 reporter potentiators, primary screen, U3A cells, luciferase, luminescence, MLSCN library. IL-6 STAT3-luciferase reporter; 100% = signal with IL-6 EC80 alone. activation (% of control), % at 5.6 µM. actives 0.91% (n = 190,000);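 active = activation above the screen-wide mean of compound activation plus 3 SD, cut at about 130% in these data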;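 note: 0% = background luminescence of wells with medium and substrate only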
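System – human U3A cells carrying STAT3-luciferase construct · Probe or stimulus – Interleukin-6, 33 ng/mL · Schedule – compound 1 h, then IL-6 6 h at 37 °C · Signal – luminescence from STAT3-driven luciferase reporter · Evaluation – percent of IL-6-only median luminescence · Benchmarks – IL-6-only high control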
STAT1 inh – STAT1 signaling inhibitors, primary screen, cell-based, HTS, luciferase reporter | NIH 3T3 STAT1-luciferase reporter, IFN-gamma, luminescence | inhibition, % at 5.5 µM | actives 0.35% (n = 200,000) | AID 920, 2007;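 active = inhibition above a set limit, the mean inhibition across all tested compounds plus 3 SD, cut at about 34% in these data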;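 note: 0% = IFN-gamma with DMSO and 100% = IFN-gamma with 300 µM nifuroxazide; values of inactives mirror those of a sister screen read the other way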
APP transl inh – inhibitors of APP translation via 5'UTR reporter, primary screen, APP 5'UTR luciferase, SH-SY5Y cells | actives 0.82% (n = 190,000) | AID 1285, 2008 | SH-SY5Y APP 5'UTR-luciferase reporter, luminescence | inhibition, % at 2 µM;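 active = inhibition above a set limit, derived from the sample mean plus 3 SD, cut at about 45% in these data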; note: values of inactives mirror those of a sister screen read the other way
STAT3 blocker – IL-6 driven STAT3 reporter inhibitors, primary screen, U3A cells, luciferase, luminescence, MLSCN library; IL-6 STAT3-luciferase reporter; host cell line lacks STAT1; inhibition, % at 5.5 µM; actives 0.89% (n = 190,000); AID 862, 2007;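 active = inhibition above the mean inhibition across all screened compounds plus 3 SD, cut at about 44% in these data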;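 note: 0% = DMSO only wells and 100% = 100 µM nifuroxazide control wells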
RAM inhibit – inhibitors of the yeast RAM network, primary screen, dse1pr::URA3 reporter, 5-FOA selection; actives 1.8% (n = 190,000); AID 868, 2007; inhibition, % at 50 µM; S. cerevisiae dse1pr::URA3 reporter, 5-FOA growth OD615, 2 d; analog-sensitive cbk1-as2 kinase mutant strain;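 active = inhibition above a set limit, 3 SD over mean compound inhibition, cut at about 8.4% in these data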;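 note: 0% = DMSO-only wells with no growth and 100% = 10 µM 1-NA-PP1 full growth; inhibition rescues growth on 5-FOA so higher OD means more RAM inhibition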
Hsp70 activator – Hsp70 transcriptional activators, primary screen, cell-based, HeLa, Hsp70 promoter luciferase, luminescence, 10 µM; HeLa Hsp70 promoter luciferase reporter; scaled: vehicle 0, proteasome-inhibitor control 100%; activation, % at 10 µM; actives 0.04% (n = 200,000);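 active = activation above the mean across all tested compounds plus 3 SD, cutoff set per campaign, cut at about 5.5% in these data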;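 note: 100% = MG132 at 30 µM as the positive control and 0% = DMSO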
STAT1 activator – STAT1 signaling activators, primary screen, cell-based, HTS, luciferase reporter; NIH 3T3 STAT1-luciferase reporter, IFN-gamma, luminescence; 100% = IFN-gamma alone, no compound; activation (% of control), % at 5.5 µM; actives 2.6% (n = 200,000);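 active = activation above the screen-wide mean activation plus 3 SD, cut at about 130% in these data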;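 note: raw ratio to IFN-gamma control signal so 100% means no change and 0% no light; values of inactives mirror those of a sister screen read the other way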
* = called active by the depositor; x = not tested or not shown.

Every second line gives: APP 5'UTR act	FLuc inhib CS	NF-kB expr up	STAT3 activator	STAT1 inh	APP transl inh	STAT3 blocker	RAM inhibit	Hsp70 activator	STAT1 activator
Cc1nc(-c2ccc3c(c2)OCCO3)cs1
→ 70	33	1.9	99	-29	-70	4	0.4	-0.3	127
O=C(O)c1ccc(Nc2nc(-c3cccnc3)nc3ccccc23)cc1
→ -11	-2	0.93	x	-4	11	x	3.0	0.1	102
CCCc1c2ccccc2nc2ccccc12
→ 13	-6	1.1	99	11	-13	3	0.6	0.1	89
CCOC(=O)c1cc2c(ccn2C)n1CC(=O)N1CCCC(C)C1 (stereo unspecified)
→ 1	-8	1	102	-2	-1	2	0.1	-0.4	102
O=C(/C=C/c1ccccc1Cl)N(c1ccccn1)C1CCCCC1
→ 0	-1	0.55	105	4	0	-3	0.6	-0.5	96
Cc1cc2c3c(c1)C1(C(=O)N3C(C)(C)CC2C)C(C#N)=C(N)OC2=C1C(=O)CC(C)(C)C2 (stereo unspecified)
→ -2	-7	1.1	97	1	2	5	3.3	-0.2	96
Cc1ccc(-c2csc(NC(=O)Cc3ccc(F)cc3)n2)o1
→ 15	-1	1.4	97	1	-15	6	4.8	0.9	97
CC(C)c1nc(SCC(=O)Nc2ccc([N+](=O)[O-])cc2Br)n[nH]1
→ 0	19	1.1	97	12	0	6	-1.3	0.0	88
CCC(C)n1c(=N)c(C#N)cc2c(=O)n3ccccc3nc21 (stereo unspecified)
→ 0	-4	1.1	95	5	0	7	-0.4	-0.4	95
Cc1cc(S(=O)(=O)N2CCC(N3CCCCC3)CC2)ccc1-n1cnnn1
→ 16	-4	1.4	98	0	-16	6	1.4	-0.2	100
CCOCCn1c(CN2CCN(c3ccc(OC)cc3)CC2)nc2c1c(=O)n(C)c(=O)n2C
→ 22	x	x	100	4	-22	2	x	0.2	95
N#C/C(=C\c1ccccc1[N+](=O)[O-])c1nc(C2CC2)cs1
→ 18	-2	2.8	146*	-7	-18	-48	7.0	-0.2	106
CCOc1ccc(S(=O)(=O)Nc2nccs2)cc1
→ -7	-7	1.1	107	-2	7	-5	2.0	0.0	100
O=C1OCCN1CC(=O)N1CCc2c([nH]c3ccccc23)C1c1ccccn1 (stereo unspecified)
→ 32	-5	1.1	104	5	-32	0	-1.4	-0.3	94
Oc1ccccc1CNc1ccc(Br)cn1
→ 71	2	5.4*	95	-13	-71	10	0.4	-0.1	112
O=C(c1ccco1)N1CCN(C(=S)Nc2cccc([N+](=O)[O-])c2)CC1
→ 25	-6	0.95	84	-7	-25	24	-0.4	-0.2	106
CCN(CC)C(=O)COC(=O)c1ccc(O)cc1
→ 2	-5	0.91	98	-5	-2	3	1.9	-0.4	106
COCCn1nnnc1C(c1cccc(C(F)(F)F)c1)N1CCN(Cc2ccccc2)CC1 (stereo unspecified)
→ -1	0	0.92	107	5	1	-4	-1.1	-0.3	95
CC1CCN(S(=O)(=O)c2ccc3ncn(CC(=O)N(C)Cc4ccccc4)c(=O)c3c2)CC1
→ 6	-4	0.79	95	3	-6	13	1.9	-0.6	97
Cc1ccc(S(=O)(=O)N(C)c2ccc(C(=O)Nc3c(C)n(C)n(-c4ccccc4)c3=O)cc2)cc1
→ 26	-9	x	98	0	-26	9	0.1	-0.1	100

(continued)
Every second line gives: APP 5'UTR act	FLuc inhib CS	NF-kB expr up	STAT3 activator	STAT1 inh	APP transl inh	STAT3 blocker	RAM inhibit	Hsp70 activator	STAT1 activator
Cn1c(=O)c(C(=O)CN2CCCc3ccccc32)c(N)n(Cc2ccccc2)c1=O
→ 14	-1	1.1	119	8	-14	-18	2.1	-0.4	91
O=C(Nc1cccc(C(F)(F)F)c1)c1cccnc1N1CCN(c2ccccc2)CC1
→ 14	1	0.51	101	-3	-14	1	2.8	0.1	102
Cc1ccnc(NC(=O)c2ccc3c(c2)OCO3)c1
→ 206*	92*	4.2*	51	24	-206	59*	0.0	0.0	76
O=C(NCCOC(=O)c1ccc(Cl)c(S(=O)(=O)N2CCCCC2)c1)c1ccncc1
→ 4	-2	0.98	100	-5	-4	4	-0.3	-0.7	104
O=c1cc(CN2CCc3ccccc32)c2ccc(O)cc2o1
→ -23	0	1.1	109	4	23	-10	2.7	-0.3	96
CCc1cccc(NC(=O)Cn2cc3c(n2)CCCC3)c1
→ 22	-5	1.1	101	6	-22	4	0.0	-0.4	94
O=C(NC1CCCCCC1)C1c2ccccc2C(=O)N1Cc1cccs1 (stereo unspecified)
→ 11	-6	1.2	102	3	-11	-4	1.3	-0.4	99
COC(=O)Cc1ccc(NC(=O)c2ccc(Br)o2)cc1
→ 51	19	1.8	95	-28	-52	9	2.5	0.2	126
CC1Cc2ccccc2N1C(=O)CN(C)S(=O)(=O)c1cccc2cccnc12 (stereo unspecified)
→ -4	3	0.79	104	-10	4	4	2.6	0.5	109
C=CCNC(=S)Nc1ccc(F)cc1F
→ -2	-6	1.1	96	2	2	8	0.4	-0.3	98
C=CCN(C(C)=O)C1CC(=O)N(c2ccc(OCCC)cc2)C1=O (stereo unspecified)
→ -4	-3	0.91	99	-1	4	7	0.1	-0.3	101
O=C(Nc1c(Cl)cc(Cl)cc1-c1nc2ccccc2s1)c1ccc(Br)o1
→ -12	-9	0.81	139*	11	12	-52	3.8	-0.2	90
CC(C)Oc1ccc(C(=O)NCC(=O)OCC(=O)N(C)Cc2cccs2)cc1
→ 8	30	1.1	108	0	-8	-4	1.9	0.0	100
COc1ccc(OC)c(CN2CCN(S(=O)(=O)c3ccc(NC(C)=O)cc3)CC2)c1
→ 10	3	1.2	92	4	-10	13	2.6	0.0	95
Cc1cnc(C(=O)N2CCCC(C(=O)c3ccc(C(C)(C)C)cc3)C2)cn1 (stereo unspecified)
→ -8	1	x	112	-2	8	-9	1.4	-0.3	100
CC(C)n1cnc2cc(NCc3nc4ccccc4n3C)ccc21
→ 186*	54*	1.2	107	-55	-186	-4	2.2	-0.1	150*
COc1ccc(CCNC(=O)CSc2ncn[nH]2)cc1
→ 5	-4	0.94	110	2	-5	-12	-0.1	-0.4	98
CCn1c(C)[n+](CCOC(C)=O)c2cc(Cl)c(Cl)cc21
→ 8	1	1.2	99	-1	-8	6	2.1	0.1	100
Cc1ccc(S(=O)(=O)C/N=C(/NC(=S)N(c2ccccc2)c2ccccc2)c2ccccc2)cc1
→ 15	-1	1.1	97	-8	-15	4	1.3	-0.2	107
CCOC(=O)C(NC(=O)c1ccccc1)=C1C=C(C)OC(C)=C1
→ 10	-6	1.1	94	-1	-10	10	0.1	-0.1	101

Additional compounds follow:
Every second line gives: APP 5'UTR act	FLuc inhib CS	NF-kB expr up	STAT3 activator	STAT1 inh	APP transl inh	STAT3 blocker	RAM inhibit	Hsp70 activator	STAT1 activator
CCCN(CCC)c1cc(Cl)nc(N)n1
→ 16	-4	1.1	101	0	-16	3	1.6	0.2	100
Cc1cc(C)cc(-n2nnnc2SCC(=O)Nc2nc(-c3ccc(F)cc3)cs2)c1
→ 1	-5	1.4	104	-1	-1	7	2.8	-0.1	101
CN(C)S(=O)(=O)c1cccc(N2C(=O)CC3(CCCCC3)CC2=O)c1
→ 2	-5	1	89	0	-2	18	1.0	0.0	100
COC(=O)c1ccc(NC(=O)CCc2c(C)nc3ncnn3c2C)cc1
→ -4	-5	1.1	91	0	4	18	1.3	-0.3	100
COC(=O)c1cc(C#N)c(NCc2ccccc2)nc1C
→ x	-6	1.8	105	-6	x	-6	2.8	0.1	105
NC(=O)c1c(NC(NC(=O)c2ccco2)(C(F)(F)F)C(F)(F)F)sc2c1CCCC2
→ 14	0	0.75	98	2	-14	2	0.5	-0.4	98
CCOC(=O)c1ccc(Oc2c(C)oc3c(CN4CCN(C)CC4)c(O)ccc3c2=O)cc1
→ -4	-3	1.1	101	4	4	6	0.1	-0.5	96
Cc1ccccc1-c1cc(-c2ccccc2O)n[nH]1
→ 158*	7	7.7*	126	1	-158	-28	-0.7	0.2	99
COc1ccc(N(CC(=O)NCc2cccc(OC)c2)S(=O)(=O)c2c(C)noc2C)cc1
→ 11	-7	0.88	100	8	-11	6	6.8	-0.2	93
O=C(/C=C/c1ccccc1)N1CCN(c2c(Cl)cccc2[N+](=O)[O-])CC1
→ -4	-2	1.4	103	-7	4	-4	2.9	-0.3	106
CCNc1nc(NC(C)CC)nc(Oc2ccc(=O)[nH]n2)n1 (stereo unspecified)
→ x	-10	1.1	100	-1	x	0	-0.8	0.2	104
COc1ccnc(Nc2ccc(C)c(C)c2)c1C#N
→ 8	-4	1.2	143*	-3	-8	-46	-0.4	0.0	103
Cc1cc(C(=O)NCCCN2CCN(c3cc(Cl)ccc3C)CC2)n(-c2ccccc2)n1
→ -5	-4	0.83	102	0	5	6	3.4	-0.2	100
Cc1noc(C)c1COc1ccc(C(=O)OCc2nnc(-c3ccc(Cl)cc3)o2)cc1
→ -13	-4	1.3	89	7	13	18	10.0*	0.1	94
COC(=O)c1ccc2c(=O)[nH]c(CCl)nc2c1
→ 3	-4	1.4	94	11	-3	14	-0.3	0.0	88
Cc1cc(=O)[nH]c(SCC(=O)Nc2nc3c(s2)CCCC3)n1
→ 10	-4	0.99	95	6	-10	10	-0.4	-0.6	95

Some of the entries so far, with each value named:
Cc1ccc(S(=O)(=O)N(C)c2ccc(C(=O)Nc3c(C)n(C)n(-c4ccccc4)c3=O)cc2)cc1
  APP 5'UTR act: 26
  FLuc inhib CS: -9
  NF-kB expr up: x
  STAT3 activator: 98
  STAT1 inh: 0
  APP transl inh: -26
  STAT3 blocker: 9
  RAM inhibit: 0.1
  Hsp70 activator: -0.1
  STAT1 activator: 100

Cn1c(=O)c(C(=O)CN2CCCc3ccccc32)c(N)n(Cc2ccccc2)c1=O
  APP 5'UTR act: 14
  FLuc inhib CS: -1
  NF-kB expr up: 1.1
  STAT3 activator: 119
  STAT1 inh: 8
  APP transl inh: -14
  STAT3 blocker: -18
  RAM inhibit: 2.1
  Hsp70 activator: -0.4
  STAT1 activator: 91

O=C(Nc1cccc(C(F)(F)F)c1)c1cccnc1N1CCN(c2ccccc2)CC1
  APP 5'UTR act: 14
  FLuc inhib CS: 1
  NF-kB expr up: 0.51
  STAT3 activator: 101
  STAT1 inh: -3
  APP transl inh: -14
  STAT3 blocker: 1
  RAM inhibit: 2.8
  Hsp70 activator: 0.1
  STAT1 activator: 102

Cc1ccnc(NC(=O)c2ccc3c(c2)OCO3)c1
  APP 5'UTR act: 206*
  FLuc inhib CS: 92*
  NF-kB expr up: 4.2*
  STAT3 activator: 51
  STAT1 inh: 24
  APP transl inh: -206
  STAT3 blocker: 59*
  RAM inhibit: 0.0
  Hsp70 activator: 0.0
  STAT1 activator: 76

Compound activity as filed in PubChem BioAssay.
